From PubChem
SRC3 TRFRET art: TR-FRET artefact, counter-screen to PPARgamma/SRC-3 agonist assay. TR-FRET ratio at 8 µM. AID 1048. PPARgamma/SRC-3 format; active compounds read high. 0.39% of 99,000 active; in the data active = TR-FRET ratio above about 2000; note: inactives centre near 1600; reference of the scale not given here
SRC1 TRFRET art: counter-screen for PPARgamma SRC-1 recruitment agonists: TR-FRET artefact. 0.34% of 99,000 active. TR-FRET ratio at 8 µM. TR-FRET detection artefact counter-screen, emission ratio; active compounds read high; in the data active = TR-FRET ratio above about 2300; note: inactives centre near 1800; reference of the scale not given here
* marks the source's active call; other numbers are inactive results.

cpd	SMILES	SRC3 TRFRET art	SRC1 TRFRET art
1	CCc1ccc(NC(=S)Nc2cc(OC)c(NC(=O)C(C)C)cc2OC)cc1	1654	1751
2	CCOC(=O)C1(Cc2ccccc2C)CCCN(C(=O)CCn2nccc2C)C1 (stereo unspecified)	1443	1828
3	COc1ccc(CCNC(=O)CSc2nnc(C(C)N(C)C)n2Cc2ccccc2)cc1OC (stereo unspecified)	1178	1845
4	COC(=O)c1c(C)c[nH]c1C	1670	2083
5	COc1ccc(C(N)=S)cc1	1531	1964
6	Cc1ccc(N/N=C/c2cccnc2)cc1	1727	1769
7	Cc1cc(=O)[nH]c(SCC(=O)OCc2ccccc2)c1C#N	1500	1675
8	COc1ccccc1-c1cc(C(F)(F)F)nc(NCc2cccs2)n1	1442	1637
9	O=S(=O)(NCC(Nc1ccc(Cl)cc1)c1ccccc1)c1ccc(Cl)cc1 (stereo unspecified)	1566	1885
10	O=C(CC(Nc1ccccc1)c1ccc(F)cc1)c1ccccc1 (stereo unspecified)	1417	1390
11	COc1ccc(/C=N/Nc2nc3ccccc3c(=O)n2-c2ccccc2)cc1OC	1683	1878
12	O=C(O)COc1ccccc1C(Nc1ccccn1)c1cc(Cl)c2cccnc2c1O (stereo unspecified)	1532	2045
13	COc1ccc([N+](=O)[O-])cc1N(CC(=O)N1CCOCC1)S(C)(=O)=O	1338	1685
14	CCc1c(C)sc(NC(=O)/C=C/c2ccc3c(c2)OCO3)c1C(=O)OC	1399	1669
15	COc1ccc(NC(=O)C(=O)NNC(=O)c2cccs2)cc1	1675	1601
16	Cc1cc(Cl)c(OCCCN(C)C)c(Br)c1	1699	2055
17	O=C(NCc1ccc(Cl)cc1)c1ccc(-c2ccccc2C(F)(F)F)o1	1452	1412
18	Cc1[nH]n(-c2cccc(Cl)c2)c(=O)c1C=NCc1ccco1	1582	1821
19	CCN(c1ccccc1)S(=O)(=O)c1ccc(Cl)c(NC(=O)CSc2n[nH]c(N)n2)c1	1451	1779
20	COc1ccc2nc(NC(=O)CCc3cc(OC)c(OC)c(OC)c3)sc2c1	1684	1666
21	CCC1N=C(SC)NC(C)=C1C(=O)c1ccccc1 (stereo unspecified)	1775	1911
22	CC(Cc1ccccc1)NC(=O)c1ccc([N+](=O)[O-])cc1 (stereo unspecified)	1569	1601
23	Nn1c(Nc2ccccc2)nc2sc3c(c2c1=O)CCCC3	1590	1972
24	COc1ccccc1CNC(=O)CSc1ccccc1	1655	1678
25	Cc1nn(-c2cccc(C(F)(F)F)c2)c(Cl)c1/C=N/Nc1cccc(C(=O)O)c1	1574	1653
26	COc1ccc(C(=O)N/N=C/c2cn[nH]c2-c2ccc(OC)cc2OC)cc1	1513	1731
27	CCN(Cc1ccccc1)C(=O)C1CCN(Cc2ccc(SC)cc2)CC1	1757	1720
28	c1ccc(-c2nc3c([nH]2)CCc2nonc2-3)cc1	1377	2006
29	C#CCn1c(=NC(=O)c2cc(-c3cccs3)nc3ccccc23)sc2cc(S(N)(=O)=O)ccc21	1440	1507
30	Cc1ccc(NC(=O)C2CC(=O)N/C(=N/NC(=O)c3ccc(C)cc3)S2)cc1 (stereo unspecified)	1461	1575

Entries of single compounds as entered above. Values in the order: SRC3 TRFRET art	SRC1 TRFRET art
Listed for CCC1N=C(SC)NC(C)=C1C(=O)c1ccccc1 (stereo unspecified) = 1775	1911
Listed for COC(=O)c1c(C)c[nH]c1C = 1670	2083

The results go on:
cpd	SMILES	SRC3 TRFRET art	SRC1 TRFRET art
31	COc1cccc(N2C(=O)C3CCCN3C2c2cccs2)c1 (stereo unspecified)	1777	1955
32	Cc1ccc(C)c(NC(=S)N2CCN(CCO)CC2)c1	1787	1774
33	Cc1cc(C)cc(NC(=S)N2CCN(c3ccc(F)cc3)CC2)c1	1557	1775
34	CCNC(=O)NC(=O)CN(C)c1ccccc1	1502	1670
35	COc1ccc(C(=O)C2CCCN(C(=O)c3cccnc3OC)C2)c(C)c1 (stereo unspecified)	1634	2109
36	COc1ccc(C(=O)NN2CC(O)=C(c3nc4ccccc4n3C)C2=N)cc1OC	1544	1818
37	Nc1nonc1-n1nnc(C(=O)N/N=C/c2ccc(Br)cc2)c1CSC1=NCCS1	1363	1608
38	O=C(c1cc(-c2ccccc2)on1)N1CCc2ccccc2C1	1588	1943
39	O=C(CCS(=O)(=O)c1ccc(Br)cc1)Nc1cc(F)ccc1F	1373	1651
40	CCOC(=O)C(CC)Sc1cc(C)nc2ccc(OC)cc12 (stereo unspecified)	1478	1741
41	O=C(CC1Sc2ncnn2C1=O)Nc1ccc(Br)cc1 (stereo unspecified)	1672	1658
42	CC1=C(C#N)C(NC(=O)c2ccccc2Cl)(C(F)(F)F)C(=O)N1 (stereo unspecified)	1386	1851
43	C=CCc1ccc(OCCCCN2CC(C)CC(C)C2)c(OC)c1 (stereo unspecified)	1515	1463
44	CC(C)(C)Nc1c(-c2cccs2)nc2ccccn12	1381	1939
45	Fc1ccc(COc2cccc(CNCc3ccncc3)c2)cc1	1423	1533
46	Cc1ccc(C(=O)N2CCN(CCNC(=O)C(=O)NC(C)C)CC2)cc1	1436	1580
47	COc1ccccc1/C=C/[C@@H]1C[C@H]2CN(Cc3cccc(Cl)c3)C(=O)[C@]23CCCN13	1715	2083
48	COc1cc(C(=O)N/N=C/c2sc(N3CCOCC3)nc2-c2ccccc2)cc(OC)c1OC	1694	2079
49	CNCC(=O)N1CCN(c2ncc(C(F)(F)F)cc2Cl)CC1	1567	1774
50	CCOP(=O)(OCC)C(NC(=O)Nc1ccc(C)c(Cl)c1)c1ccccc1 (stereo unspecified)	1561	1689
51	CN(C)c1nc(OCCOC(=O)COc2ccc(Cl)cc2Cl)nc(N(C)C)n1	1563	2171
52	O=C(C1CCCO1)N(c1cccc(Cl)c1)C1C=CS(=O)(=O)C1 (stereo unspecified)	1429	1777
53	COc1ccccc1C(=O)NNC(=O)C(=O)NC(C)C	1516	1859
54	COC(C)(C)[C@H](O)COc1c2ccoc2cc2oc(=O)ccc12	1323	1649
55	Cc1ccccc1C(=O)Nc1ccccc1N1CCCCC1	1443	1747
56	Cc1cc(CNC(=O)c2cc(COc3c(F)cccc3F)on2)nn1C	1301	1646
57	C=CCN1C(=O)C(Cc2ccc(SC(F)F)cc2)SC1=Nc1ccc(C(=O)O)cc1 (stereo unspecified)	1373	1651
58	COc1ccc(NC(=O)C(NC(=O)CC2NC(=O)NC2=O)c2ccccc2)cc1 (stereo unspecified)	1586	2066
59	COc1ccccc1C(=O)N(NC(=O)Oc1ccccc1)C(C)(C)C	1548	1845
60	Cc1cccc(NC(=S)N/N=C(\c2ccccc2)C(C)C)c1	1616	1779

Copied from above: compounds 31 to 37
cpd	SMILES	SRC3 TRFRET art	SRC1 TRFRET art
31	COc1cccc(N2C(=O)C3CCCN3C2c2cccs2)c1 (stereo unspecified)	1777	1955
32	Cc1ccc(C)c(NC(=S)N2CCN(CCO)CC2)c1	1787	1774
33	Cc1cc(C)cc(NC(=S)N2CCN(c3ccc(F)cc3)CC2)c1	1557	1775
34	CCNC(=O)NC(=O)CN(C)c1ccccc1	1502	1670
35	COc1ccc(C(=O)C2CCCN(C(=O)c3cccnc3OC)C2)c(C)c1 (stereo unspecified)	1634	2109
36	COc1ccc(C(=O)NN2CC(O)=C(c3nc4ccccc4n3C)C2=N)cc1OC	1544	1818
37	Nc1nonc1-n1nnc(C(=O)N/N=C/c2ccc(Br)cc2)c1CSC1=NCCS1	1363	1608

(more compounds)
cpd	SMILES	SRC3 TRFRET art	SRC1 TRFRET art
61	Cc1nn(C)c(C)c1CN(C(=O)CCc1nnc(Cc2c[nH]c3ccccc23)o1)C(C)C	1556	1555
62	Cc1ccccc1Oc1cc(-n2ncc(Cl)c(Cl)c2=O)ncn1	1576	1794
63	CCOc1ccc(CCNC(=O)CSCc2ccc(C)cc2)cc1OCC	1562	1871
64	COc1ccc(Nc2nnc(SC(C(=O)Nc3ccc(OC)c(Cl)c3)c3ccccc3)s2)cc1 (stereo unspecified)	1599	1685
65	COc1ccc(C(NC(=O)C(C)C)c2c(O)ccc3ccccc23)cc1 (stereo unspecified)	1765	1692
66	FC(F)(F)c1cnc(C(c2ccccn2)c2ncn[nH]2)c(Cl)c1 (stereo unspecified)	1559	1825
67	O=C(N/N=C\c1ccc(OC(=O)c2ccco2)cc1)c1ccc(Cl)cc1	1670	1792
68	CCCc1nnc(NC(=O)CSc2nc3ccccc3[nH]2)s1	1472	1794
69	CCOC(=O)c1c(C)nc2ccc(Cl)cc2c1-c1ccccc1	1512	1708
70	CCSc1nc2ccccc2c(=O)n1C1CCOC(C)(C)C1 (stereo unspecified)	1447	1855
71	CCOC(=O)COc1ccc(C(=O)CC)cc1OC	1616	1684
72	O=S1(=O)CCN(C(CO)c2ccccc2)CC1 (stereo unspecified)	1815	2105
73	COc1cc(OC)cc(-c2cc(NC(C)=O)n[nH]2)c1	1568	1770
74	Cc1ccc(Nc2nc(-c3ccccc3)c(CC(=O)O)s2)cc1	1588	1874
75	COc1ccc(C(=O)NC(C)c2ccccc2)cc1Br (stereo unspecified)	1859	1971
76	COc1cc(O)sc1C=Nc1ccc(Cl)cc1	1513	1901
77	O=C(c1ccco1)N(CCC(c1ccccc1)c1ccco1)Cc1ccccc1 (stereo unspecified)	1702	1915
78	COCCNC(=O)/C(C#N)=C/c1cc(C(C)C)c(OC)cc1C	1508	1651
79	O=C(NCc1ccc2c(c1)OCO2)NC12CC3CC(CC(C3)C1)C2	1406	1493
80	COc1ccc(N2CCN(CCNC(=O)CCN3C(=O)COc4ccccc43)CC2)cc1	1390	1716
81	CCN(CC)CCNC(=O)/C(=C/c1cn(CC)c2ccccc12)NC(=O)c1cc(OC)c(OC)c(OC)c1	1497	1623
82	CC(OC(=O)CCCCCN=C1NS(=O)(=O)c2ccccc21)C(=O)Nc1cc(Cl)cc(Cl)c1 (stereo unspecified)	1528	1796
83	CC1(C)CN(c2ccc(F)cc2)C1=O	1566	1785
84	O=C(Nc1nnc(C2CC2)s1)c1cc(-c2ccccc2)nn1-c1ccccc1	1624	1988
85	COc1cccc(C2CC(c3ccccc3)=NN2S(=O)(=O)c2ccccc2)c1OC (stereo unspecified)	1552	1512
86	Cc1ccc(-c2nc3ccc([N+](=O)[O-])cc3[nH]2)cc1	1505	1769
87	CCNC(=S)N1CCC(C(O)(c2ccccc2)c2ccccc2)CC1	1545	1772
88	Cc1cccc(NC(=O)/C(=C/c2cccc([N+](=O)[O-])c2)NC(=O)c2cccs2)c1	1556	1688
89	CCc1nc(NC(=O)NS(=O)(=O)c2ccccc2C(=O)OC)nc(OC)n1	1604	1781
90	CCN1CCN(c2cc(C)c3cc(NC(=S)N(CC)CC)ccc3n2)CC1	1609	1802

The list goes on.
cpd	SMILES	SRC3 TRFRET art	SRC1 TRFRET art
91	O=C(Nc1nc2c(s1)CCCC2)c1ccc(Br)s1	1717	1859
92	COc1ccc(-n2cnnc2SCc2csc(-c3ccccc3)n2)cc1	1573	1869
93	COc1ccc(CCNC(=O)c2ccc(C)s2)cc1OC	1715	1604
94	COc1ccccc1N1CCN(/N=C\c2sccc2C)CC1	1839	1876
95	O=C(N/N=C/c1c[nH]c2c1ccc1ccccc12)c1ccc([N+](=O)[O-])cc1	1442	1841
96	CCOC(=O)Nc1ccccc1C(=O)Nc1cc(C)cc(C)c1	1456	1754
97	COCCCn1c(SCCc2ccccc2)nc2cc(OC)c(OC)cc2c1=N	1447	1921
98	CN(Cc1cccnc1)Cc1cn(C)nc1-c1cccc(Cl)c1	1689	1895
99	CCN(CC)CCNC(=O)c1c(O)c2cccc3c2n(c1=O)CCC3	1554	2143
100	O=C(Nc1cccc(C(F)(F)F)c1)C(Sc1ncnc2ccccc12)c1ccccc1 (stereo unspecified)	1522	1810
101	CCCCN(C)CCCNC(=O)CN1C(=O)CSc2ccc(S(=O)(=O)N3CCOCC3)cc21	1614	2090
102	COC(=O)CCN1CCN(S(=O)(=O)c2cccc(Br)c2)CC1	1324	1762
103	COC(=O)c1cc2occc2n1Cc1nc(-c2ccc(Cl)cc2)oc1C	1778	1862
104	O=C(Nc1ccccc1-c1nnn(CC(=O)N2CCOCC2)n1)c1ccc(F)cc1	1691	1768
105	O=C1CN(C(=O)CSc2nc3ccccc3n2CCc2ccccc2)c2ccccc2N1	1534	1865
106	CCn1c(CNC(=O)Cc2ccc(OC)cc2)nnc1SCC(=O)c1ccccc1	1553	1722
107	O=C(O)c1cc(Cl)ccc1-c1ccc(/C=C/c2cc(C(F)(F)F)[nH]c(=O)n2)o1	1527	1662
108	COc1ccc(CCCC(=O)N/N=C/c2ccccc2OC)cc1	1586	1614
109	CN(C)S(=O)(=O)c1cc(NC(=O)CN2CCN(c3ccccc3F)CC2)ccc1Cl	1579	1935
110	COc1ccc(CCNC(=O)C2CCC(CNS(=O)(=O)c3ccccc3)CC2)cc1OC (stereo unspecified)	1444	1830
111	CC(=O)Nc1ccc(-c2csc(NC(C)c3ccccc3)n2)cc1 (stereo unspecified)	1637	1727
112	Cc1cccnc1NC(=O)Cn1nc([N+](=O)[O-])cc1C	1368	1731
113	O=C(Nc1ccccc1N1CCCC1)c1ccc(Cl)cc1Cl	1463	1620
114	N#C/C(=C/c1cn(-c2ccccc2)nc1-c1cccc(OCc2ccccc2)c1)C(=O)NCCCn1ccnc1	1517	1787
115	CCOC(=O)c1cc(C)sc1/N=C/C1=C(O)CCCC1=O	1608	1806
116	CC1CCN(C(=O)CSc2nnc(Cc3cccn3C)n2CCc2ccccc2)CC1	1757	1714
117	COc1ccccc1C(=O)N1CCN(Cc2nc(CC3CC3)no2)CC1	1476	1638
118	Cc1ccccc1CNC(=O)CC1C(=O)NCCN1CC1CCCCC1 (stereo unspecified)	1639	1529
119	CCCC(=O)Nc1ccc(C(=O)NNC(=O)c2cccc([N+](=O)[O-])c2)cc1	1612	1527
120	O=C(CC1C(=O)OCC2CCCCN21)Nc1ccccc1C(F)(F)F (stereo unspecified)	1460	1772
121	CCCn1nc(C(=O)OCC(=O)NC(C)c2ccccc2)c2ccccc2c1=O (stereo unspecified)	1480	1652

Some of the compounds tested; rates above refer to the full screens.
